Bioassay records deposited in PubChem BioAssay by National Center for Advancing Translational Sciences (NCATS).
aSyn tox rescue: inhibitors of alpha-synuclein toxicity in yeast | S. cerevisiae alpha-synuclein toxicity rescue, BacTiter-Glo growth, 24 h | Potency, µM (doses to about 46.1 µM), for inactives: at the highest dose growth rescue (activation), usual class: activators | AID 1347070 | actives 0.02% (n = 94,000); active = well fitted activation curve with a large enough effect; inconclusive = small, poorly fitted or top-dose-only effect; also: 0% is about no effect
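Growth restoration measured by BacTiter-Glo luminescence after 24 hr at 30 deg C; alpha-synuclein yeast, raffinose-pregrown to mid-log, were added at OD600=0.02 in galactose medium onto pinned compounds.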
* marks the source's active call; other numbers are inactive results; u = inconclusive; [ ] = remark or other dose. Potency is read from the fitted curve at half-maximal effect. An excerpt. The share of hits here may be higher or lower than overall.

SMILES	aSyn tox rescue
COc1ccccc1NC(=O)c1oc2ccccc2c1NC(=O)C1CCCCC1	3%
CCOC(=O)c1cc(-c2ccccc2)n(-c2cccc(C(=O)Nc3cccc(F)c3)c2)c1C	5%
CCOc1ccc(CCNC(=O)CSc2nc3ccccc3nc2Cc2ccc(C)cc2)cc1OCC	4%
COc1ccc(OC(C)C(=O)NCc2nc(-c3ccc(Cl)cc3)no2)cc1 (stereo unspecified)	3%
O=C(O)Cc1ccc(NC(=O)C(c2ccccc2)c2ccccc2)cc1	12%
O=C(O)c1nc(NCCc2ccccc2)ncc1Cl	-7%
CSc1cccc(NC(=O)Nc2ccccc2C(N)=O)c1	-13%
CCCNC(=O)CN1CCN(c2ccc(NC(=O)c3ccc(OC)cc3)cc2C(=O)O)CC1	-13%
COc1ccc(-c2nc(CNS(=O)(=O)c3ccc(C)cc3)cs2)cc1	-10%
O=C(Nc1ccc(N2CCN(Cc3ccccc3F)CC2)cc1)c1ccccc1[N+](=O)[O-]	-17%
CC(c1ccccc1)n1ccnc1CO (stereo unspecified)	3%
O=C(Nc1sc2c(c1C(=O)NCc1cccnc1)CCCC2)c1cc(=O)c2ccccc2o1	-2%
Cc1cccc2sc(N(Cc3cccnc3)C(=O)CCc3ccccc3)nc12	13%
CC(C)C[C@H](NC(=O)NC1CCCc2ccccc21)C(=O)O (stereo partly specified)	8%
NS(=O)(=O)c1ccc(Sc2ccc3c(c2)CCC3)nc1	-1%
Cc1ccc(CNC(=O)c2ccc(CSc3nc4ccncc4n3Cc3ccc(C)cc3)cc2)cc1	-3%
CN(Cc1ccc(C(C)(C)C)cc1)C(=O)c1ccc2c(c1)OCO2	9%
O=C(CC(NCc1cccnc1)C(=O)O)Nc1ccc(O)cc1 (stereo unspecified)	6%
COc1ccc(N2CCN(CCCNC(=O)Cn3c(-c4cccs4)cc4ccccc43)CC2)cc1	-2%
Cn1c(Cn2c(=O)sc3ccccc32)nnc1SCC(=O)Nc1ccccc1	-7%
COc1ccc([N+](=O)[O-])cc1NC(=O)C(C)N1CCN(C(=O)c2ccco2)CC1 (stereo unspecified)	-1%
CCOc1ccc(-n2c(SCC(=O)Nc3cc(C)on3)nc3c([nH]c4ccccc43)c2=O)cc1	-13%
C[C@@H]1CN([C@H](C)CO)S(=O)(=O)c2ccc(Br)cc2O[C@@H]1CN(C)C(=O)CN1CCOCC1	1%
COc1cc(NC(=O)Nc2ccc(C)cc2)cc([N+](=O)[O-])c1	6%
O=C(NCc1ccccc1)C(=O)Nc1c2c(nn1-c1ccccc1)CSC2	-1%
COc1ccc(-c2nnc(C3CCN(S(=O)(=O)c4ccccc4)CC3)o2)cc1	-1%
CCn1nnc(NC(=O)c2ccc([N+](=O)[O-])o2)n1	6%
CCCCOc1ccc(C(=O)NN2C(=O)NC3(CCCCC3)C2=O)cc1OC	14%
Cc1cc2ccccn2c1C(=O)c1cccc(F)c1	16%
CCc1ccc(NC(=O)CC2C(=O)N(c3cccc(OC)c3)C(=O)N2C2CCCC2)cc1 (stereo unspecified)	-8%

Continued, overlapping the part above by 7 compounds.
SMILES	aSyn tox rescue
COc1cc(NC(=O)Nc2ccc(C)cc2)cc([N+](=O)[O-])c1	6%
O=C(NCc1ccccc1)C(=O)Nc1c2c(nn1-c1ccccc1)CSC2	-1%
COc1ccc(-c2nnc(C3CCN(S(=O)(=O)c4ccccc4)CC3)o2)cc1	-1%
CCn1nnc(NC(=O)c2ccc([N+](=O)[O-])o2)n1	6%
CCCCOc1ccc(C(=O)NN2C(=O)NC3(CCCCC3)C2=O)cc1OC	14%
Cc1cc2ccccn2c1C(=O)c1cccc(F)c1	16%
CCc1ccc(NC(=O)CC2C(=O)N(c3cccc(OC)c3)C(=O)N2C2CCCC2)cc1 (stereo unspecified)	-8%
Cc1ccccc1Cn1c(C)c(CNCc2ccccc2)c(C(=O)O)c1C	9%
C[C@H]1CN([C@@H](C)CO)C(=O)CCCn2nncc2CO[C@H]1CN(C)S(=O)(=O)c1cccs1	-10%
CCOC(=O)CN(c1sc(C)c(C)c1C(=O)OCC)S(=O)(=O)c1ccc(C)cc1	-2%
COc1ccc(-c2nc(SC(C)C(=O)Nc3ccc(NC(C)=O)cc3)n[nH]2)cc1 (stereo unspecified)	4%
O=C(/C=C/c1cccc(F)c1)Nc1nccs1	-10%
Cc1cc2n(n1)CCCN2C(=O)Nc1cccc(C)c1C	1%
COc1ccc(-c2c(C#N)c(SCC(=O)Nc3ccc(C)c(C)c3)nc(C)c2C(=O)Nc2ccccc2)cc1OC	-3%
NS(=O)(=O)c1ccc(NCc2cnc3ccccc3n2)cc1	-4%
O=S(=O)(c1ccc(-c2ccon2)s1)N1CCCC1	-4%
CCCN1CCN(CCCNC(=O)c2cc3c(=O)[nH]c4ccc(C)cc4c3s2)CC1	15%
O=C(c1ccccc1Br)N(Cc1ccco1)Cc1ccco1	5%
CC(/C=N/Nc1nncc(=O)[nH]1)=C\c1ccccc1	0%
O=c1[nH]cnc2c1ncn2Cc1ccc([N+](=O)[O-])cc1	0%
Cc1nc(-c2ccccc2)sc1CCNC(=O)C(=O)Nc1ccc2c(c1)OCCO2	8%
COc1cccc(-n2nnc3c(=O)n(CC(=O)NCC4CCCO4)cnc32)c1 (stereo unspecified)	-4%
COc1ccccc1C(=O)C1CCCN(Cc2ccc(Oc3ncccn3)cc2)C1 (stereo unspecified)	-1%
Cc1ccc(S(=O)(=O)c2nnn3c2nc(NCc2ccc(F)cc2)c2sccc23)cc1C	1%
Oc1cccc(/C=N/N2CCN(C3c4ccccc4-c4ccccc43)CC2)c1	7%
CN(C)/C=N/c1nc2nccc(-c3cccnc3)n2n1	1%
O=C(O)CCn1nnc(-c2ccccc2)n1	14%
CC1(C)CC(=O)C=C(c2ccccc2-c2ccc(S(C)(=O)=O)cc2)C1=O	12%
COc1ccc(OC)c(S(=O)(=O)NC2CCSc3ccccc32)c1 (stereo unspecified)	4%
Cc1nnc(Cc2ccccc2)c2n[nH]c(C)c12	-5%
CCn1nc(C(=O)OCC(=O)N(CC(C)C)c2c(N)n(Cc3ccccc3)c(=O)[nH]c2=O)c2ccccc2c1=O	0%
CC(C)N(C)CCOC(=O)c1ccccc1Br	-10%
Oc1ccccc1/C=N/Nc1nn[nH]n1	-5%
CCOC(=O)c1c(C)oc2ccc(N(C(=O)c3ccncc3)S(=O)(=O)c3ccc(F)cc3C)cc12	7%
O=C(Nc1ccc(OC(F)(F)F)cc1)N1CCN(c2ccnc3cc(Cl)ccc23)CC1	-7%
N#Cc1ccccc1Cn1cc(/C=N/Nc2ccc([N+](=O)[O-])cn2)c2ccccc21	-1%
COc1ccc(S(=O)(=O)N(CC(=O)NC2CC2)c2ccc(C)cc2)cc1	-8%
CC(=O)OCCOc1nc(NC(C)C)nc(NC(C)C)n1	2%
COc1ccc(N2CCN(C(=O)CSc3ccc(C)cc3)CC2)cc1	2%
CCOc1ccc(-c2csc(NC(=O)CSC3=NC(=O)CN3C(C)=O)n2)c2ccccc12	-8%
COc1ccc(CC(=O)N2CCc3cc(OC)c(OC)cc3C2COc2ccc(F)cc2)cc1 (stereo unspecified)	5%
Cc1cc(C)c(C)c(S(=O)(=O)NCc2ccc(C(=O)N3CCCC3)cc2)c1C	-8%
CCOC(=O)Cn1c(=O)oc2cc(S(=O)(=O)NCc3ccc(F)cc3)ccc21	4%
Cc1cc(C)c(NC(=O)CSc2nccn2Cc2ccco2)c(C)c1	2%
O=C(Nc1ccccc1N1CCN(C(=O)c2ccccc2)CC1)c1ccc([N+](=O)[O-])o1	-2%
O=C(Nc1c2c(nn1-c1ccc(Cl)cc1)CS(=O)(=O)C2)c1cccc(F)c1	-5%
CCOC(=O)c1cnn(CCOC(=O)c2cccc(F)c2)c1NC(=O)c1cccc(F)c1	0%
Cc1ccc(C(=O)NCC(c2ccco2)S(=O)(=O)c2ccccc2)cc1C (stereo unspecified)	3%
COc1cc(CN2CCN(S(=O)(=O)c3ccc(F)cc3)CC2)cc(OC)c1OC	-11%
CC1=C(C(=O)Nc2ccc(C)cc2C)C(c2ccc[nH]2)n2ncnc2N1 (stereo unspecified)	0%
COc1cc(C(=O)Oc2ccc(Br)cc2C(=S)N2CCOCC2)cc(OC)c1OC	3%
COc1ccc(CNC(=O)COC(=O)c2cc(C)oc2C)cc1	-6%

The final four entries of the section before are carried over, then new ones follow.
SMILES	aSyn tox rescue
COc1cc(CN2CCN(S(=O)(=O)c3ccc(F)cc3)CC2)cc(OC)c1OC	-11%
CC1=C(C(=O)Nc2ccc(C)cc2C)C(c2ccc[nH]2)n2ncnc2N1 (stereo unspecified)	0%
COc1cc(C(=O)Oc2ccc(Br)cc2C(=S)N2CCOCC2)cc(OC)c1OC	3%
COc1ccc(CNC(=O)COC(=O)c2cc(C)oc2C)cc1	-6%
Cc1ccc(C)c(OCCC(=O)OCC(=O)c2c(N)n(C)c(=O)n(C)c2=O)c1	11%
CC(=O)c1cccc(NC(=O)CSc2nnc3ccc(-c4ccc(Cl)cc4)nn23)c1	4%
CCOC(=O)/C(=C/c1ccc(OC(=O)c2ccncc2)cc1)C(C)=O	14%
CCCCNc1nc2c(S(=O)(=O)c3ccccc3)nnn2c2ccccc12	3%
CC1(C)CC(=O)c2c(oc3c(Cl)cc(NS(=O)(=O)c4ccc(Cl)cc4)cc23)C1	10%
Cc1c(C(=O)N(Cc2ccco2)Cc2ccccc2Cl)oc2ccc(F)cc12	23%
Cc1ccc(CN2C(=O)N(c3ccc(F)cc3)C(=O)C2CC(=O)Nc2ccc(Cl)cc2)cc1 (stereo unspecified)	6%
O=C(COC(=O)c1cc([N+](=O)[O-])ccc1NCCO)Nc1cccc(S(=O)(=O)N2CCCC2)c1	-1%
Nc1ncnc(N)c1NC(=O)c1ccc(OCc2ccccc2)cc1	12%
CC(=O)N1CCC(N(Cc2ccc(C)o2)C(=O)Nc2ccc(C)cc2)CC1	-2%
COC(=O)CSc1nnc(SCc2ccc(OC)cc2)s1	5%
CC(C)CCSc1nc2c(c(=O)[nH]c(=O)n2C)n1CCCc1ccccc1	-1%
O=C(Cc1n[nH]c(=O)c2ccccc12)OCC(=O)c1ccc(F)c(F)c1	5%
CC(=O)Nc1ccc(S(=O)(=O)N2CCC(n3c(C(F)(F)F)nc4cccnc43)CC2)cc1	2%
O=C(NCC1CCCO1)/C(=C\c1ccccc1)NC(=O)c1ccccc1 (stereo unspecified)	6%

An excerpt from above in order of molecular weight, smallest number first:
SMILES	aSyn tox rescue
COC(=O)CSc1nnc(SCc2ccc(OC)cc2)s1	5%
O=C(Cc1n[nH]c(=O)c2ccccc12)OCC(=O)c1ccc(F)c(F)c1	5%
Cc1ccc(C)c(OCCC(=O)OCC(=O)c2c(N)n(C)c(=O)n(C)c2=O)c1	11%

(next part)
SMILES	aSyn tox rescue
CCc1ccccc1NC(=O)CC(C)n1nc(C)cc1C (stereo unspecified)	-1%
C=CCN1C(c2cccc(C(F)(F)F)c2)=CS/C1=C(\C#N)c1nnc(N2CCOCC2)n1-c1ccccc1	12%
CCc1nnc(NC(=O)c2sc3nc(C)cc(COC)c3c2N)s1	-13%
COc1ccccc1N(C(C)=O)C1=C(Cl)C(=O)c2ccccc2C1=O	-78%[inhibitor]
Cc1ccc(CNC(=O)CSc2nc3n[nH]c(C)c3c(=N)n2-c2cccc(C)c2)cc1	-4%
COc1cccc(-c2nnc3n(Cc4ccc(F)cc4)c(=O)c4ccccc4n23)c1	-2%
Cc1cc(C)nc(SCC(=O)Nc2ncc(C(F)(F)F)cc2Cl)n1	5%
Cc1ccc(C(=O)Nc2nc3n(n2)C(c2ccc(F)cc2)C=C(c2ccccc2)N3)cc1 (stereo unspecified)	10%
Cc1ccc(-n2ncc(C(=O)NCCc3ccccc3)c2C2CCN(C(=O)OC(C)(C)C)CC2)c(C)c1	21%
Cc1cccc2sc(N(Cc3cccnc3)C(=O)C3COc4ccccc4O3)nc12 (stereo unspecified)	-14%
CC(Oc1ccccc1F)C(=O)NNC(=O)C1CC(=O)N(c2ccc3c(c2)OCCO3)C1 (stereo unspecified)	1%
COC(=O)c1ccc(COC(=O)c2cnc(Cl)c(Cl)c2)cc1	-1%
Cc1ccc(S(=O)(=O)N2CCN(C(=O)c3cccc(-n4cccc4)c3)CC2)cc1	0%
Oc1cccc(C(=S)N2CCCCC2)c1	4%
COc1ccc2c(c1)c1c(c(=O)n(CCc3ccccc3)c(=O)n1Cc1ccccc1)n2C	-3%

Fetched by compound from the entries so far (2):
SMILES	aSyn tox rescue
C=CCN1C(c2cccc(C(F)(F)F)c2)=CS/C1=C(\C#N)c1nnc(N2CCOCC2)n1-c1ccccc1	12%
Oc1cccc(C(=S)N2CCCCC2)c1	4%

Next part.
SMILES	aSyn tox rescue
Cc1ccc2c(CC(=O)N3CCN(c4cccc(Cl)c4)CC3)coc2c1C	u
COc1ccccc1NC(=O)CSc1oc(-c2cccs2)nc1S(=O)(=O)c1ccccc1	3%
CSCC(CO)NS(=O)(=O)c1ccc(C)cc1 (stereo unspecified)	-7%
COc1ccc([N+](=O)[O-])cc1NS(=O)(=O)c1cc(C(=O)O)ccc1OC	1%
C[C@@H]1CN([C@H](C)CO)C(=O)CCCn2cc(nn2)CO[C@H]1CN(C)C(=O)Nc1cccc2ccccc12	-6%
CCOC(=O)C1CCCN(C(=O)c2cc3c(=O)n(C)c4ccccc4c3s2)C1 (stereo unspecified)	3%
O=C(Nc1ccc(Nc2ccccc2)cc1)c1ccc(F)cc1	-2%
COc1ccc(-c2nnc(CSc3nc4ccccc4c(=O)n3CC3CCCO3)o2)cc1OC (stereo unspecified)	6%
Cn1c(=O)c2c(nc(SCCN3CCOCC3)n2Cc2ccccc2Cl)n(C)c1=O	-5%
Oc1c(Cl)cc(Cl)cc1/C=N/c1ncn[nH]1	3%
COc1ccc(C(=O)Nc2c(N)nc[nH]c2=O)cc1	-2%
Cc1cc(C)c(Cn2c(=O)n(CCC(=O)NCCc3ccccc3)c(=O)c3ccccc32)c(C)c1	4%
O=C(COC(=O)C1CCC1)Nc1cc(S(=O)(=O)N2CCCCC2)ccc1Cl	-13%
O=C(c1cccn1-c1nnc(N2CCCC2)s1)N1CCN(c2ccc(Cl)cc2)CC1	-23%
C[n+]1cccc2c(Br)ccc([O-])c21	-2%
